N370S GC mod – inhibitors or activators of N370S glucocerebrosidase for Gaucher disease; P04062; Potency, µM (top dose mostly 59.4 µM), inactives show at the top dose activity change, negative = inhibition, most hits filed as inhibitors; N370S GC spleen homogenate, 4MU-glucoside fluorescence; 330,000 tested, 0.092% active;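 note: 0% = full enzyme activity and -100% = no enzyme basal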
KAT2A inh – inhibitors of human GCN5L2 histone acetyltransferase; GCN5L2 HAT assay, ThioGlo1 CoA-SH fluorescence; Potency, µM (series often up to 58.9 µM), without a hit: top-dose activity change, negative = inhibition, actives largely listed as inhibitors; 390,000 tested, 0.21% active; Q92830
Target sequence (Q92830 whole entry, looked up): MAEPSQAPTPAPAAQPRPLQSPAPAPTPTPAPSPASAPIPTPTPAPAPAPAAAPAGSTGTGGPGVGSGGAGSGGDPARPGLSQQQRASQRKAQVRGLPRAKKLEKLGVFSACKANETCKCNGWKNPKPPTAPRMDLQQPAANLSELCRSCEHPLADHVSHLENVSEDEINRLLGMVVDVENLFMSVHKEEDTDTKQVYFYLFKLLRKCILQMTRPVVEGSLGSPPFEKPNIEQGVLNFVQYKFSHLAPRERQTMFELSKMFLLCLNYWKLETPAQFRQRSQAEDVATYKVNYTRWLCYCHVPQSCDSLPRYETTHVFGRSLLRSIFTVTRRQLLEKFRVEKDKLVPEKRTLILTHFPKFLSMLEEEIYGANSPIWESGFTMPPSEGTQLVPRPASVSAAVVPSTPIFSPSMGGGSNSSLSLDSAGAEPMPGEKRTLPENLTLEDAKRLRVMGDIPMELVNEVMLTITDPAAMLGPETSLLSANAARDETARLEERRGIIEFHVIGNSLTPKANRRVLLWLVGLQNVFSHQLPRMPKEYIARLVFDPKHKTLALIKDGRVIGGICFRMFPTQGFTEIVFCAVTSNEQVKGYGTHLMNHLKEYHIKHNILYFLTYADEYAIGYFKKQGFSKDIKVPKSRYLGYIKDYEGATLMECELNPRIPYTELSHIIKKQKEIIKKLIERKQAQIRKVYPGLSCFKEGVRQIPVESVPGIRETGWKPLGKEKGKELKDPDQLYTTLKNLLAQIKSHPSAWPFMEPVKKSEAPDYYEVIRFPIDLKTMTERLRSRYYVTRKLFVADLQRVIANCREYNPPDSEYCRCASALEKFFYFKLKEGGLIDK
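ThioGlo1-coupled HAT assay: 20nM GCN5L2, 70uM acetyl-CoA, 75uM H3(1-25) peptide, pH 7.5. Fluorescence read at 340/540nm at start and after 20 min at room temperature.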
FEN1 inh – blocks human flap endonuclease 1; P39748; Recombinant FEN1 flap cleavage, fluorescence, 15 min; Potency, µM (top dose mostly 114 µM), for inactives: at the top dose activity change, negative = inhibition, usual class: inhibitors; 390,000 tested, 0.35% active; AID 588795; note: nearly all actives have a fitted effect of over 65% in size
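Steps: FEN1 (10 nM) dispensed; compound added by pin tool; 15 min at room temperature; substrate added to 50 nM final; reads at 0 min and 15 min; data normalized and fitted (four-parameter Hill).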
* hit, by the source's call; ? = inconclusive; . = no result given; & = joins results of further samples; [ ] = remark or other dose. Calls come from the whole dose curve; as a rule, active = well fitted curve in the direction sought with a large enough effect; inconclusive = small, poorly fitted or top-dose-only effect, or another doubt; inactive = no such curve, though single readings can be large; an effect the other way counts as inactive or inconclusive. Unless noted, % is set by controls: 0 for no effect and ±100 for the full control effect; potency is the fitted concentration of half-maximal effect. This is a subset; the hit share may differ from the screen's.

mol	N370S GC mod	KAT2A inh	FEN1 inh
COC(=O)c1ccccc1NC(=O)CCS(=O)(=O)c1cc2c(cc1C)NC(=O)CO2	2%	-32%	3%
O=C(NCc1ccc(OC(F)(F)F)cc1)C1CC(c2c(Cl)cccc2Cl)=NO1 (stereo unspecified)	-6%	-8%	-26%
CCOc1cc(S(=O)(=O)N2CCN(CC)CC2)ccc1Cl	?	2%	0%
COc1ccc(CN2CCNC(=O)C2CC(=O)N(C)Cc2ccon2)c(F)c1 (stereo unspecified)	-22%	-3%	-5%
O=c1[nH]c2ccc(Cl)cc2c(=O)n1Cc1ccco1	?	-20%	-1%
O=C1NC(=O)/C(=C\c2cn(CC(=O)N3CCOCC3)c3ccccc23)S1	-2%	-5%	2%
CCc1ccc(NC(=O)C2CCN(S(=O)(=O)c3c(C)[nH]c(=O)[nH]c3=O)CC2)cc1	1%	14%	-4%
COc1ccccc1C(=O)N(CCN(C)C)c1nc2cc(C)cc(C)c2s1	-9%	-6%	-25%
COc1ccc(-c2cc3nc(C)cc(NCCO)n3n2)cc1	24%	8%	-5%
CCCCC(=O)OCc1c(-c2cccc(OC)c2)ncc2ccccc12	.	-6%	-5%
Cn1ccnc1C(=O)c1cc(SCC(=O)NC2CC2)nc2ccccc12	-2%	-1%	17%
COc1ccc2nc(SCCOC(=O)Nc3ccc(Cl)cc3)nc(C)c2c1	6%	?	-13%
O=C(COc1ccc(F)c(Cl)c1)Nc1ccc(N2CCOCC2)cc1	.	1%	2%
Cc1ccc(C)c(-n2c3nc(=O)[nH]c(=O)c-3cc3cc([N+](=O)[O-])ccc32)c1	0%	-7%	?
COc1ccc(NC(=O)c2cccc(S(=O)(=O)N3CCCC3)c2)cc1OC	.	3%	0%

Filtered by structure, those above with an aryl methoxy group (six)
mol	N370S GC mod	KAT2A inh	FEN1 inh
COc1ccc(CN2CCNC(=O)C2CC(=O)N(C)Cc2ccon2)c(F)c1 (stereo unspecified)	-22%	-3%	-5%
COc1ccccc1C(=O)N(CCN(C)C)c1nc2cc(C)cc(C)c2s1	-9%	-6%	-25%
COc1ccc(-c2cc3nc(C)cc(NCCO)n3n2)cc1	24%	8%	-5%
CCCCC(=O)OCc1c(-c2cccc(OC)c2)ncc2ccccc12	.	-6%	-5%
COc1ccc2nc(SCCOC(=O)Nc3ccc(Cl)cc3)nc(C)c2c1	6%	?	-13%
COc1ccc(NC(=O)c2cccc(S(=O)(=O)N3CCCC3)c2)cc1OC	.	3%	0%

Further structures follow:
mol	N370S GC mod	KAT2A inh	FEN1 inh
CSc1nc(-c2ccccc2)nn1C(=O)c1ccco1	5%	-2%	-8%
CC(CCN1C(Nc2ccccc2)=NC[C@@H]1Cc1ccccc1)c1ccccc1 (stereo partly specified)	?	7%	-3%
O=C(CN1CCN(C/C=C/c2ccccc2)CC1)Nc1cc([N+](=O)[O-])ccc1Cl	7%	-1%	-1%
Cc1ccc([N+](=O)[O-])c(OCCn2cnc3ccccc32)c1	11%	-7%	1%
CCN(Cc1ccncc1)C(=O)c1cc(COc2ccc(F)cc2Cl)on1	-1%	-26%	-11%
O=C(C1COc2ccccc2O1)N(Cc1cccnc1)c1nc2c(F)cccc2s1 (stereo unspecified)	.	-8%	-8%
Cc1ccc(C(=O)NCCN2CCOCC2)cc1C	1%	-2%	16%
COc1ccc(NC(=O)CN2CCN(c3ccccc3Cl)CC2)cc1	3%	-8%	7%
Cc1ccc2c(c1)N(C(=O)N1CCC(C(=O)NCCc3ccc(Cl)cc3)CC1)CC(C)O2 (stereo unspecified)	.	-13%	-1%
COc1ccc(Cl)cc1NC(=O)CN1C(=O)NC(Cc2c[nH]c3ccccc23)C1=O (stereo unspecified)	.	-2%	-2%
CCc1ccc(-c2nn(CC(=O)NCc3ccccc3)c3c2cnc2ccc(F)cc23)cc1	.	-6%	0%
C=CCOn1c(=O)c(-c2ccc(OC)cc2)[n+]([O-])c2ccccc21	-2%	-1%	-6%
Cc1ccc(-c2nnn(CC(=O)N(c3cccc(F)c3)C(C(=O)NC3CCCC3)c3ccncc3)n2)o1 (stereo unspecified)	-6%	-2%	-6%
O=C(COC(=O)c1ccco1)Nc1ccc2[nH]c(=O)[nH]c2c1	.	-1%	-21%
CC1=C(C(=O)Nc2ccccc2)C(c2ccc(C)cc2)N=C(Nc2nc3ccccc3o2)N1 (stereo unspecified)	-2%	15%	-20%
CCCCN(C)CCNC(=O)c1cc(-c2cccnc2)nc2ccc(S(=O)(=O)N3CCC(C)CC3)cc12	-3%	-3%&-1%	13%&3%
CCN(CC)c1ccc(-c2nc3cnccn3c2NC2CCCC2)cc1	10%	-11%	-22%
CCOC(=O)c1c(-c2ccc(C)o2)csc1NC(=O)CN1CCC(C(N)=O)CC1	-12%	-7%	-8%
COc1cccc(CNC(=O)c2cnc3c(-c4ccc(F)cc4)c(C)nn3c2C)c1	.	-12%	-9%
O=C(CCN1CCCC1Cc1ccccc1)c1ccc2c(c1)OCCO2 (stereo unspecified)	4%	.	-3%
Cc1ccccc1N(C(=O)c1snc(C(N)=O)c1N)C(C(=O)NC1CCCC1)c1ccco1 (stereo unspecified)	?	-8%	-18%
COC(=O)c1ccc(NC(=O)CC2C(=O)N(c3ccc(F)cc3)C(=O)N2Cc2ccc(OC)cc2)cc1 (stereo unspecified)	.	-7%	3%
CC(=O)N1CCOc2ccc(S(=O)(=O)NCC3CCC(C(=O)Nc4ccc(C)cn4)CC3)cc21 (stereo unspecified)	-3%	-6%	-15%
C=CCc1cccc2cc(C(=O)NC3CCCCC3)c(=O)oc12	?	-11%	0%
O=C(c1cnn2c(C(F)F)cc(-c3ccccc3)nc12)N1CCN2CCCC2C1 (stereo unspecified)	-1%	-2%	5%
CN1CCN(c2ncc3nc(-c4cccc(C#N)c4)c(=O)n(C)c3n2)CC1	11%	?	.
O=C(CNS(=O)(=O)c1ccc(Br)s1)N1CCN(c2ncccn2)CC1	21%	-3%	0%
O=C(Oc1cccc(C(=S)N2CCOCC2)c1)c1cc([N+](=O)[O-])cc([N+](=O)[O-])c1	1%	-3%	-2%
Cn1c(=NC(=O)c2ccccc2[N+](=O)[O-])sc2cccc(F)c21	1%	0%	-9%
Cc1cc(C)c(C#N)c(N2CCCC(C(N)=O)C2)n1 (stereo unspecified)	-6%	-10%	7%
COc1ccc(N(C(=O)CNC(=O)c2ccco2)C(C(=O)NC2CCCCC2)c2ccncc2)cc1 (stereo unspecified)	-8%	-4%	-15%
CCOc1ccc(CNC(=O)C2=Cc3cccc(OC)c3OC2)cc1	.	2%	-11%
Cc1cc(C)c(NC(=O)CN2C(=O)NC3(CCCCC3)C2=O)c(Cl)c1	5%	-2%	-2%
CCOc1ccc(-c2c(C(=O)N/N=C/c3ccc(OC)cc3)nnn2-c2nonc2N)cc1	-9%	-13%	0%
CCOC(=O)c1c(NCc2ccc3c(c2)OCO3)c2ccccc2[nH]c1=O	26%	-7%	-3%
CCc1ccc(NC(=O)c2cnn(-c3ccccc3)c2C)cc1	12%	3%	2%
O=C(Nc1ccccc1)N1CCC2(CCNCC2)CC1	3%	3%	.
CCCCC(=O)Nc1cccc(NC(=O)C(C)C)c1	3%	0%	-2%
Cc1cc(C)nc(NS(=O)(=O)c2ccc(NC(=O)COc3ccc(C(C)(C)C)cc3)cc2)n1	.	-4%	-4%
CSCCC(NC(=O)C1CCCCC1)c1nc2ccccc2[nH]1 (stereo unspecified)	10%	-10%	1%
CC(C)c1ccc(NC(=O)/C(C#N)=C/c2ccncc2)cc1	-14%	-6%	0%
CCOC(=O)c1c(C)nc2sc3c(c2c1-c1ccc(OC)cc1)NC(c1ccccc1)NC3=O (stereo unspecified)	13%	?	-16%
CCC(=Cc1ccc(CC)cn1)CC	-6%	-7%	-2%
O=C(c1ccc([N+](=O)[O-])cc1)N(Cc1cccs1)C1CCS(=O)(=O)C1 (stereo unspecified)	-15%	16%	1%
COC(=O)c1ccccc1NC(=O)c1ccc2c(c1)OCCCO2	3%	-7%	2%
COc1ccccc1CNC(=O)C1CCC(CNc2c(N3CCCCC3)c(=O)c2=O)CC1 (stereo unspecified)	-4%	-3%	-7%
O=C(CCC1CCN(Cc2ccc(C#CCCO)cc2)CC1)NC1CC1	0%	2%	-4%
CCCc1ccc(OCC(O)CN2CCc3ccccc3C2)cc1 (stereo unspecified)	-21%	-7%	-1%
Cc1oc(-c2ccccc2F)nc1CS(=O)(=O)CC(=O)N1CCCCCC1	7%	-3%	13%
CCc1cc(=O)oc2c3c(cc(OCC(=O)NCCC(=O)O)c12)OC(C)(C)CC3	?	?	-12%
Cc1cccn2c(=O)nc(SCC(=O)N3CCCCCC3)nc12	4%	-1%	-2%
CCn1c(SCC(=O)Nc2ccc3c(c2)OCCO3)nnc1-c1ccccn1	-8%	1%	-5%
O=C(CNS(=O)(=O)c1ccccc1)OCC(=O)c1ccccc1Cl	1%	0%	21%
Cc1c(NC(=O)c2csc3c2CCCC3)c(=O)n(-c2ccccc2)n1C	1%	-5%	-1%
Cn1c(/C=C/c2ccc([N+](=O)[O-])o2)nc2ccccc2c1=O	-7%	2%	6%
Cc1ccc2c(CC(=O)NNC(=O)c3ccncc3)coc2c1	-19%	-2%	2%
CCc1cccc(Nc2c3c(nc4ncnn24)CCC3)c1	-21%	-5%	20%
Oc1cccc(/C=N/Nc2cc(N3CCOCC3)nc(N3CCOCC3)n2)c1	-14%	-5%	?
Cc1onc(-c2ccccc2)c1C(=O)Nc1ccc(Cl)cn1	8%	2%	0%
CC1=NNC(=O)C1CCC(=O)N/N=C/C=C/c1ccccc1 (stereo unspecified)	-3%	-9%	5%

Continued:
mol	N370S GC mod	KAT2A inh	FEN1 inh
COc1cc(/C=N/NC(=S)NC(C)C)ccc1OCC(=O)Nc1c(C)cc(C)cc1C	-11%	-5%	6%
Cc1ccccc1NC(=O)c1cccc(NC(=O)c2ccco2)c1	14%	-3%	5%
CSc1nnc(-c2ccccc2)c(=O)[nH]1	4%	0%	1%
Cc1cc(C)cc(NC(=O)CN2CCN(C(=O)C3CCCO3)CC2)c1 (stereo unspecified)	-3%	2%	21%
COc1cc(C(=O)Oc2cc(C)cc(C)c2)cc(OC)c1OC	-4%	-1%	4%
CCOC(=O)C1CCN(c2ncnc3c2c(-c2ccccc2)cn3-c2cccc(C)c2)CC1	.	-1%	-4%
COc1ccc(NC(=O)CSc2nc(N)cc(N)n2)cc1S(=O)(=O)N1CCCCC1	.	-6%	2%
CCOC(=O)N1CCN(c2nc3ccc(C)cc3n3cnnc23)CC1	-5%	-5%	16%
O=C(NCC(=O)N(c1ccccc1F)C(C(=O)NC1CCCC1)c1ccncc1)c1ccco1 (stereo unspecified)	-18%	-3%	12%
COc1ccc(N2CCN(CCCNC(=O)CN3C(=O)COc4ccccc43)CC2)cc1	0%	-3%	0%
O=S(=O)(NCC1(N2CCOCC2)CCCCC1)c1ccc(F)c(F)c1F	-10%	-3%	-9%
COc1cccc(NC(=O)COc2ccc(Br)c(C)c2)c1	-1%	-11%	9%
CC(C)CCNC(=O)Cn1c(-c2cccs2)cc2cc(F)ccc21	.	0%	-5%
O=C1c2ccccc2C(=O)N1CC1c2ccccc2CCN1S(=O)(=O)c1ccccc1 (stereo unspecified)	15%	-10%	10%
Cc1cccn2cc(CSc3ccccc3N)nc12	0%	0%	8%
COc1cc(OC)cc(-c2sc3ccc(OC)cc3c2C#CC2(N)CCCCC2)c1	.	-3%	?
C=CCC[C@H](Cc1ccc(F)cc1)C(=O)OC[C@@H](NC(=O)[C@@H](CC=C)CC(=O)N[C@@H](CO)Cc1ccccc1)C(C)(C)C	.	-14%	-1%
Cc1nccn1-c1ncnc2sc3c(c12)CCCC3	-2%	-1%	7%
Cc1ccc2cc(C)c(N3CCN(c4ccccn4)CC3)nc2c1	-5%	-15%	-4%
CCCCOC(=O)c1cc(Cl)c(O)c(OC)c1	4%	2%	10%
CCOc1cccc(C(=O)NCc2ccccc2)c1	2%	-7%	13%
CC(C)CCNC(=O)CN(C(=O)Cn1nnc(-c2ccc(F)cc2)n1)C1CCCC1	-5%[2.35 µM]	1%	2%
O=C(NCCNC(=O)c1ccco1)c1ccc(F)cc1	-2%	2%	-5%
FC(F)(F)c1ccccc1NC(=S)N1CCN(c2ccccn2)CC1	2%	-2%	0%

3 entries drawn at random from the list so far:
mol	N370S GC mod	KAT2A inh	FEN1 inh
CCc1ccc(NC(=O)C2CCN(S(=O)(=O)c3c(C)[nH]c(=O)[nH]c3=O)CC2)cc1	1%	14%	-4%
CCc1ccc(-c2nn(CC(=O)NCc3ccccc3)c3c2cnc2ccc(F)cc23)cc1	.	-6%	0%
COc1ccc(NC(=O)CSc2nc(N)cc(N)n2)cc1S(=O)(=O)N1CCCCC1	.	-6%	2%
